# Lipid storage S3: qHTS Assay for Lipid Storage Modulators in Drosophila S3 Cells; lipid storage change, negative = inhibition, % at the top dose, mostly 46.1 µM; hits show Potency in µM; 320,000 compounds, 0.64% hits; Drosophila S3 cells, BODIPY lipid droplet fluorescence, 18-24 h; cells fed with added oleic acid; active means well fitted inhibition curve with a large enough effect in the signal ratio, with a control signal flat, not every such curve was filed as active; inconclusive means small, poorly fitted or top-dose-only effect, or effect the other way, or a change in a side signal; the % refers to the signal ratio
#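 Drosophila S3 cells got compounds at several concentrations plus oleic acid (400 uM solution). Laser-scanning cytometry with 488 nm excitation read lipid droplets at 500-530 nm and cells at 575-640 nm. Percent activity was relative to 20 uM Triacsin C.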
# Lipid storage S3 cell count max: recorded beside Lipid storage S3, whose call it bears; cell number change, %; measured here: cell count max response;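 cells counted by Cell Tracker Red CMTPX staining in the red channel; peak over a dose series mostly up to 46.1 µM; percent activity relative to internal control wells on each plate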
# * hit, by the source's call; i = inactive; ? = inconclusive; / = not tested or not shown; [ ] = remark or other dose. On the % scale 0 is the no-effect control and ±100 the full control effect; potency means the concentration at half of the fitted maximal effect. Not all compounds are listed; count on the stated rates, not on these rows.
SMILES,Lipid storage S3,Lipid storage S3 cell count max
Cc1ccc2nc(-c3cccc(Br)c3)cc(C(=O)NCC3CCCO3)c2c1 (centres undefined),-19%,11
CC1CC(=O)C2=C(C1)OC(N)=C(C#N)C2c1coc2ccccc2c1=O (centres undefined),?,/
Cc1cc(Cl)ccc1OCc1n[nH]c(=S)n1C1CCCCC1,?,/
CC1CN(c2ccnc3cc(Cl)ccc23)CC(C)O1 (centres undefined),i,14
Cc1ccc(S(=O)(=O)N2CC(O)CC2C(=O)OCc2nc3sc(C)c(C)c3c(=O)[nH]2)cc1 (centres undefined),?,/
Cc1cccc(-n2ccc(=O)c(C(=O)Nc3ccc(S(=O)(=O)N4CCOCC4)cc3)n2)c1,?,/
COC(=O)C1=C(C)NC(=S)NC1c1ccc(-c2cccc(Cl)c2)o1 (centres undefined),?,/
Cn1cccc1/C=N/NC(=O)c1cccs1,i,-13
Cc1ccc(N(C)S(=O)(=O)c2cccc(C(=O)OCC(=O)N3CCCC(C)C3)c2)cc1 (centres undefined),?,/
NC(=O)N/N=C\c1cccs1,16%,2
Cc1ccc(NC(=O)Cn2nnc(C(=O)NCc3ccccc3)c2N)cc1C,i,/
Cc1ccc(C)c(N2CCN(S(=O)(=O)c3ccc4c(c3)C(C)(C)C(=O)N4C)CC2)c1,12%,-5
O=C(/C=C/c1cccs1)c1ccc(NC(=O)c2cccc(Br)c2)cc1,i,/
CC(=O)c1cccc(NC(=O)c2cc(-c3ccncc3)nc3ccccc23)c1,?,/
Cc1ccc(C)c(N(C)S(=O)(=O)c2ccc3c(c2)oc(=O)n3C)c1,5%,23
COCCNc1nnc(SCC(=O)c2ccc3c(c2)OCO3)s1,?,/
CC(C)OCC(O)CN1CCC(Cc2ccccc2)CC1 (centres undefined),i,1
N=C1/C(=C/c2ccc(OC(=O)c3ccco3)cc2)C(=O)N=C2SC=CN12,3%,7
O=C1N=C(N2CCOCC2)S/C1=C\C=C/c1ccccc1,-4%,/
O=C(COC(=O)c1cc[n+]([O-])cc1)Nc1cccc(Cl)c1Cl,?,/

# No new results follow: 16 of the compounds above.
SMILES,Lipid storage S3,Lipid storage S3 cell count max
Cc1ccc(S(=O)(=O)N2CC(O)CC2C(=O)OCc2nc3sc(C)c(C)c3c(=O)[nH]2)cc1 (centres undefined),?,/
Cc1cccc(-n2ccc(=O)c(C(=O)Nc3ccc(S(=O)(=O)N4CCOCC4)cc3)n2)c1,?,/
COC(=O)C1=C(C)NC(=S)NC1c1ccc(-c2cccc(Cl)c2)o1 (centres undefined),?,/
Cn1cccc1/C=N/NC(=O)c1cccs1,i,-13
Cc1ccc(N(C)S(=O)(=O)c2cccc(C(=O)OCC(=O)N3CCCC(C)C3)c2)cc1 (centres undefined),?,/
NC(=O)N/N=C\c1cccs1,16%,2
Cc1ccc(NC(=O)Cn2nnc(C(=O)NCc3ccccc3)c2N)cc1C,i,/
Cc1ccc(C)c(N2CCN(S(=O)(=O)c3ccc4c(c3)C(C)(C)C(=O)N4C)CC2)c1,12%,-5
O=C(/C=C/c1cccs1)c1ccc(NC(=O)c2cccc(Br)c2)cc1,i,/
CC(=O)c1cccc(NC(=O)c2cc(-c3ccncc3)nc3ccccc23)c1,?,/
Cc1ccc(C)c(N(C)S(=O)(=O)c2ccc3c(c2)oc(=O)n3C)c1,5%,23
COCCNc1nnc(SCC(=O)c2ccc3c(c2)OCO3)s1,?,/
CC(C)OCC(O)CN1CCC(Cc2ccccc2)CC1 (centres undefined),i,1
N=C1/C(=C/c2ccc(OC(=O)c3ccco3)cc2)C(=O)N=C2SC=CN12,3%,7
O=C1N=C(N2CCOCC2)S/C1=C\C=C/c1ccccc1,-4%,/
O=C(COC(=O)c1cc[n+]([O-])cc1)Nc1cccc(Cl)c1Cl,?,/

# The list goes on:
SMILES,Lipid storage S3,Lipid storage S3 cell count max
N#Cc1cn(CC(=O)NCc2cccnc2)c2ccccc12,-30%,12
COc1cc(/C=N/NC(=O)CCn2c3ccccc3c3ccccc32)ccc1O,-12%,/
CN(CC(=O)Nc1ccc(Cl)c(C(F)(F)F)c1)C(=O)c1ccc(N2CCOCC2)c([N+](=O)[O-])c1,?,/
CC(Oc1ccc2ccc(=O)oc2c1)C(=O)NCCN1CCOCC1 (centres undefined),?,/
C/C=C/C(=O)OCC(=O)NC(=O)NC(C)C,?,/
COc1ccc(CCNC(=O)CSc2nn(-c3ccccc3)c(=S)s2)cc1,?,/
CCNC(=O)N1CCN(C(=O)NCC)CC1,20%[9.22 µM],7
COc1cccc(CC(=O)Nc2ccc3c(c2)CCC3)c1,?,/
O=C(Nc1nc2ccccc2s1)c1ccc(OCC2CCCO2)cc1 (centres undefined),-14%,-17
O=C(CCC(=O)N/N=C/c1cc(Cl)cc(Cl)c1O)NCc1ccccc1,-9%,-8
O=C(COc1ccc2ccccc2c1)Nc1nccs1,22%,2
CC1(C)Cc2[nH]c(=O)c(C#N)cc2CS1,?,/
CCOC(=O)c1c(NC(=O)COC(=O)CNC(=O)c2ccco2)sc(C)c1C,17%,3
Fc1ccc(CNCCC(Cc2ccccc2)c2ccco2)cc1 (centres undefined),?,/
COc1ccc(NC(=O)CSc2nnc(-c3ccccn3)n2N)c(OC)c1,23%,-19
O=C1CN(C(=O)CSc2nc3ccccc3c(=O)n2Cc2ccc(F)cc2)c2ccccc2N1,?,/
COc1ccccc1CCNS(=O)(=O)CCNC(=O)c1ccc2c(c1)OCO2,?,/
CCCC(=O)Nc1ccc(OCC(O)CNC(C)C)c(C(C)=O)c1 (centres undefined),-4%,2
COc1cccc(NC(=O)CCC2CCN(C(=O)c3c(C)noc3C)CC2)c1,?,/
CSc1nc(-c2ccc(C)cc2)[nH]c1S(=O)(=O)c1ccccc1,?,/
COc1cc(NC(=O)CC(C)n2ccnc2)cc(OC)c1 (centres undefined),-13%,-16
O=C(c1ccccc1/S(=N/S(=O)(=O)c1ccccc1)N1CCOCC1)N1CCOCC1 (centres undefined),?,/
CCc1c(C)c2cc(Cl)c(O)c(CN3CCCC3)c2oc1=O,?,/
Cc1cc(C(=O)Cn2nnc3ccccc3c2=O)c(C)n1-c1c(C)n(C)n(-c2ccccc2)c1=O,14%,15
Cc1ccc(N=Cc2nc(-c3ccc(C)cc3)oc2O)cc1,8%,2
Cc1ccc(C)c(S(=O)(=O)N2CCCCC2CCNC(=O)C(=O)NCc2ccccc2)c1 (centres undefined),i,-22
Cc1ccc(S(=O)(=O)N2CCC(=O)N(C(COCc3ccc(C(F)(F)F)cc3)Cc3ccccc3)CC2)cc1 (centres undefined),15%,1
COc1ccc(C(=O)C2CCN(C(=S)NCCc3ccccc3)CC2)cc1,-6%,7
O=C(CN1C(=O)c2ccccc2S1(=O)=O)N1CCN(c2ccccc2)CC1,-10%,-13
CC(C)C(=O)N/N=C/c1ccc(OCc2ccccc2)cc1,-6%,4
CC(C)NC(=O)CSc1ccccc1C(=O)NNC(=O)Cn1ccc(C(F)(F)F)n1,?,/
CNC(=O)c1[nH]cnc1C(=O)N[C@@H](Cc1ccccc1)C(=O)OCc1ccccc1,?,/
CCn1c(SCC(=O)N(C)Cc2ccc(OC)c(F)c2)nc2cc(S(N)(=O)=O)ccc21,?,/
CCC(=O)N1CCc2cc(S(=O)(=O)NC(C(=O)Nc3cccc(C)n3)C(C)C)ccc21 (centres undefined),-23%,/
CCC(c1nnnn1C1CCCC1)N1CCC(C(N)=O)CC1 (centres undefined),?,/
Cc1cccc2nc(CSc3nc4ccccc4o3)cn12,?,/
NC(=O)c1ccccc1NC(=O)c1ccccc1F,i,12
COCCn1c(CCc2ccccc2)n[nH]c1=S,-11%,-1
CCOC(=O)CNC(=O)CSc1nc(-c2ccc(OC)cc2)ns1,?,/
CNc1ncc(-c2nnnn2-c2ccccc2)c(-c2ccccc2)n1,7%,8
O=C(CNC(=S)N(CCCN1CCOCC1)Cc1cccs1)NCc1ccc(Cl)cc1,?,/
NC(=O)C1=C[C@@H](c2coc3ccccc3c2=O)C[C@@H](OCCCCO)O1,?,/
CN(CC(=O)Nc1cccc(F)c1)C(=O)c1cc([N+](=O)[O-])ccc1N1CCOCC1,?,/
C/C(=N\NC(=O)c1cccc(Br)c1)c1cccc(NC(=O)c2ccc(C)o2)c1,-10%,-12
O=C(Nc1ccccc1)C1=C(O)CC(c2ccc(Cl)cc2)N2CCN=C12 (centres undefined),?,/
O=C(CCC(=O)N1CCN(S(=O)(=O)c2ccccc2Cl)CC1)c1ccccc1,?,/
Cc1ccc(NC(=O)Nc2cc(C(F)(F)F)c[nH]c2=O)cc1,?,/
CC1(C)Cc2c(oc3ncn4ncnc4c23)CO1,0%,2
Cc1cc(NC(=O)c2cccnc2)ccc1Br,-11%,8
COc1ccc(N2CCN(CC(=O)c3ccc(Cl)cc3)CC2)cc1,6.5µM*,/
COc1ccccc1C(=O)NNC(=O)C(=O)N1CCCCC1,?,/
CCCNC(=O)NC(=O)COC(=O)/C=C/c1cc(Br)ccc1F,11%,-12
COc1ccc(CCN=C(N)NS(=O)(=O)c2ccc(C)c(C)c2)cc1OC,?,/
COc1ccc(CNc2cc(C)ccc2C)c(OC)c1OC,?,/
CNc1snc(C)c1C(=O)OC(C)C(=O)c1ccc(F)cc1 (centres undefined),?,/
O=C(Nc1ccc(Oc2cccnc2)nc1)c1ccc(C(F)(F)F)cc1,?,/
CCCn1c(=O)c2[nH]c(-c3ccc(S(=O)(=O)O)cc3)nc2n(CCC)c1=O,-9%,-11
CC(C)(C)OC(=O)N[C@@H](CC(=O)OCc1ccccc1)C(=O)O,2%,-2
COc1cc(/C=N/NC(N)=O)c(Br)cc1OCC(=O)Nc1ccccc1C,?,/
Cc1ccccc1-n1ncc2c1CC(C)(C)CC2NC(=O)CCC(F)(F)F (centres undefined),4%,8
# Continuation:
SMILES,Lipid storage S3,Lipid storage S3 cell count max
COc1cccc(N2CCN(C(=S)Nc3ccc(F)cc3)CC2)c1,?,/
CCC(C)NC(=O)C1(C)CCC(=O)N1Cc1ccccc1OC (centres undefined),i,/
O=C(CN(CC1CCCO1)C(=O)CNS(=O)(=O)c1ccc(F)cc1)NC1CCCC1 (centres undefined),?,/
CC1=C(C(=O)Nc2ccccc2C(F)(F)F)C(c2sccc2C)NC(=S)N1 (centres undefined),?,/
O=C(NCc1ccc2c(c1)OCO2)C(C(=O)c1ccccc1)n1cc(Cl)ccc1=O (centres undefined),16%,-1
COc1cc(NCc2ccccc2O)c2ncccc2c1,?,/
COc1ccc(-n2cc(CNC3CCC(O)CC3)c(-c3cccc(F)c3)n2)cc1 (centres undefined),9%,10
Cc1cc(C)n(CC(=O)NC2CCCN(Cc3ccc(Cl)cc3)C2)n1 (centres undefined),?,/
Cc1ccc(C(=O)N/N=C/c2ccc(S(=O)(=O)O)o2)c(Cl)c1,i,7
CCOC(=O)C(C)n1cnc2sc3c(c2c1=O)CCC3 (centres undefined),4%,-1
Cc1cccc(N(CC(=O)NC(C)C)C(=O)CCC(=O)Nc2nccs2)c1,?,/
Cc1cc(=O)oc2c3c(cc(OCC(=O)NCCC(=O)N[C@@H](C)C(=O)O)c12)OC(C)(C)CC3,0%,17
O=S(=O)(NCc1cccs1)c1ccccc1Cl,?,/
CS(=O)(=O)N(Cc1ccccc1)c1ccc(C(=O)NCCSCc2ccco2)cc1,0%,-14
Cc1cc(C)n(-c2ccc3nnc(C)n3n2)n1,-12%,-19
NC(=O)CC(NC(=O)Cc1ccc(Cl)cc1)c1ccc(N2CCN(c3ccccn3)CC2)c([N+](=O)[O-])c1 (centres undefined),?,/
Cc1c(N/C=C/C(=O)c2ccc(Cl)cc2)c(=O)n(-c2ccccc2)n1C,i,/
O=C(CN1c2cccc3cccc(c23)S1(=O)=O)Nc1ccccc1,?,/
N#Cc1ncc(C(F)(F)F)cc1Oc1cccnc1,7%,5
Cc1ccc(-n2c(-c3ccc(Cl)cc3)n[nH]c2=S)c(C)c1,?,/
CCN(c1ccccc1)S(=O)(=O)c1ccc(OC)c(NC(=O)c2ccccc2OC)c1,?,/
CN(C)CCCNC(=S)Nc1ccc(Oc2ccccc2)cc1,-16%,-26
COc1ccc(NC(=O)c2sc3nc(N4CCOCC4)c4c(c3c2N)CC(C)(C)OC4)cc1,i,13
CC(=O)OC[C@H]1O[C@H](C/C=N/O[C@@H](C)c2cn([C@H](CO)Cc3ccccc3)nn2)C=C[C@@H]1OC(C)=O,3%,-8
O=C(Cc1ccc(Cl)cc1)Nc1cccnc1,i,-18
CCN1CCN(Cc2ccc(OCc3ccccc3)c(OC)c2)CC1,-9%,-6
Cc1noc(C)c1C(=O)OCC(=O)NCc1ccc(Cl)cc1,?,/
CCOC(=O)N1CCN(C(c2cccc(OC)c2)c2sc3nc(C)nn3c2O)CC1 (centres undefined),15%,3
O=C(/C=C/c1ccco1)NC(=S)Nc1ccccc1N1CCOCC1,-16%,9
COc1ccc(NS(=O)(=O)c2cc(NC(=O)CCSc3ccccc3)ccc2OC)cc1,?,/
Cc1cccnc1NC(=O)CN1C(=O)NC(C)(c2ccc3ccccc3c2)C1=O (centres undefined),4%[0.0737 µM],-24
Nc1cccc(NC(=O)c2ccco2)c1,-4%,-4
COC(=O)C(OC(=O)c1ccc(OC)cc1)C(=O)OC,18%,-2
CCc1ccc(OCC(=O)NNCC(=O)Nc2ccc(OC)cc2)cc1,?,/
Cc1noc(C)c1CN1C(=O)NC(Cc2ccccc2)(Cc2ccccc2)C1=O,?,/
CCOc1ccc(CN(Cc2ccco2)S(=O)(=O)c2ccc(-n3cnnn3)c(OC)c2)cc1,?,/
COc1cccc(C(=O)CSc2nnnn2C)c1,15%,-18
O=C(CN1CCCCCC1)Nc1ccc([N+](=O)[O-])cc1Cl,i,-17
C/C(=N\NC(=O)c1nc2ccccn2c1C)c1ccc2c(c1)OCO2,?,/
